AID inh – inhibitors of human activation induced cytidine deaminase. Q9GZX7. AID deamination FRET fluorescence, UDG-coupled, 4 h. Potency, µM (highest dose often 115 µM), inactives show at the top dose activity change, negative = inhibition, most hits filed as inhibitors. 91,000 tested, 0.32% active; also: nearly all actives have a fitted effect of over 25% in size
Target sequence (Q9GZX7 whole entry, looked up): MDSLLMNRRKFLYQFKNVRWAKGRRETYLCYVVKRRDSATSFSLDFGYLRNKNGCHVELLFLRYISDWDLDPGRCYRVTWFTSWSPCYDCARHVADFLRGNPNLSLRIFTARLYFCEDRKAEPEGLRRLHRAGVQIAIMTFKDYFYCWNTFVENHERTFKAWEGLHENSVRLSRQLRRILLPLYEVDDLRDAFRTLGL
UDG counterscr – counter-screen for AID inhibitors: uracil-DNA glycosylase inhibition. AID 1347430. FRET deamination/UDG coupled assay, UDG read, 4 h. 91,000 tested, 0.14% active. Potency, µM (doses to about 115 µM), inactives show at the highest dose activity change, negative = inhibition, most hits filed as inhibitors; also: nearly all actives have a fitted effect of over 65% in size
* hit, by the source's call; u = inconclusive; [ ] = another dose, or the depositor's remark. Calls follow the shape of the dose curve; as a rule, active = well fitted curve in the direction sought with a large enough effect; inconclusive = small, poorly fitted or top-dose-only effect, or another doubt; inactive = no such curve, though single readings can be large; an effect the other way counts as inactive or inconclusive. % is scaled to controls: 0 for no effect and ±100 for the full control effect; potency is read from the fitted curve at half-maximal effect.

SMILES | AID inh | UDG counterscr
COc1ccc(C(=O)C2CCN(CCS(=O)c3ccccc3)CC2)cc1 (stereo not given) | -0.3% | 2.1%
CC(C)(C)C(=O)Cn1c(=O)n(CCCCCC(=O)NCc2ccc3c(c2)OCO3)c(=O)c2sccc21 | -13.4% | -4.1%
CCOc1ccc(Nc2nc3c(S(=O)(=O)c4ccc(CC)cc4)nnn3c3ccc(Cl)cc23)cc1 | 2.4% | -4.1%
CCOC(=O)C(NC(=O)c1ccccc1)c1ccccc1 (stereo not given) | -4.3% | -0.8%
Cc1ccc(NC(=O)CCCn2c(=O)c3cccn3c3cccnc32)c(C)c1 | 6.1% | 6.1%
FC(F)(F)c1ccccc1CNCc1ccco1 | 8.4% | 0.0%
COC(=O)C(C)Oc1cc(C)cc2oc(=O)cc(-c3ccccc3)c12 (stereo not given) | -4.9% | 8.8%
CCCCOc1cccc(-c2cc(C(=O)O)c3ccccc3n2)c1 | -13.1% | 3.6%
CCc1ccc(C2CC(=O)c3c([nH]c(C(=O)OC4CCCC4)c3C)C2)cc1 (stereo not given) | -14.1% | -8.4%
NC(=O)NC(=O)CSc1ncnc2ccccc12 | -7.7% | -4.0%
Cc1ccc(-c2cnc(-c3ccccc3C(=O)NCc3ccccc3)o2)cc1 | -11.4% | -2.0%
CCCN1CCC(N(C)C(=O)Nc2ccc(F)cc2F)CC1 | -3.5% | 4.7%
O=C(NCc1cccn1Cc1ccccc1)Nc1ccc(Br)cc1F | -20.9% | -5.7%
Cc1ccc(Cl)cc1-n1c(SCC(=O)NCc2ccccc2)nc2n[nH]c(C)c2c1=N | -6.2% | -3.0%
O=C1c2oc3ccccc3c(=O)c2C(c2ccc(Br)cc2)N1c1ccccn1 (stereo not given) | 4.4% | -11.9%

Profiles from above. Order of values: AID inh, UDG counterscr
Listed for O=C(NCc1cccn1Cc1ccccc1)Nc1ccc(Br)cc1F → -20.9%, -5.7%
Listed for O=C1c2oc3ccccc3c(=O)c2C(c2ccc(Br)cc2)N1c1ccccn1 (stereo not given) → 4.4%, -11.9%
Listed for Cc1ccc(-c2cnc(-c3ccccc3C(=O)NCc3ccccc3)o2)cc1 → -11.4%, -2.0%

New compounds follow.
SMILES | AID inh | UDG counterscr
COc1ccc(CN(C)Cc2cc(=O)oc3ccc(C)cc23)cc1 | -2.4% | 4.1%
Nc1ncnc(Nc2ccc(Cl)cc2)c1[N+](=O)[O-] | -15.8% | -10.2%
c1ccc2c(c1)Cc1cccnc1-2 | 2.0% | 5.3%
CCOc1ccc(CNC(=O)C2Cc3ccccc3N2C(=O)CC)cc1 (stereo not given) | -2.8% | 0.5%
O=C(CCSc1nc2ccccc2s1)NC1CCc2ccccc21 (stereo not given) | 0.1% | 1.4%
Cc1cc(C)c(NC(=O)COC(=O)c2cccc(O)c2)c(Cl)c1 | 0.4% | 0.2%
CCSCc1ccc(C(=O)O)cc1 | 9.0% | -2.3%
Fc1ccc(NC(=S)NCCC2=CCCCC2)cc1 | 4.6% | 13.5%
CCCc1[nH]nc2c1C(c1ccccc1)C(C#N)=C(N)O2 (stereo not given) | -10.9% | 7.8%
Cc1ccccc1NC(=O)c1cnc2sc(N3CCCC3)nn2c1=O | 2.5% | 5.2%
COc1ccc(C(CC(=O)NCc2cccnc2)Sc2n[nH]c(-c3ccc(F)cc3)n2)cc1 (stereo not given) | -14.1% | 47.8%[activator]
COc1ccccc1CNC(=O)CS(=O)(=O)Cc1nc(-c2ccccc2C)oc1C | -0.3% | -1.4%
Cc1cc(C)cc(OCC(=O)Nc2ccc(-c3nc4ccccc4s3)cc2)c1 | -0.7% | u
C=CCNC(=O)c1cc(-c2ccccc2C)nc2ccccc12 | -8.5% | -5.5%
CS(=O)(=O)N1CCc2cc(C(=O)Nc3cccc(F)c3)ccc21 | 0.2% | 3.6%
Cc1ccc(-c2cc(C(=O)N3CCN(S(=O)(=O)c4ccc(Br)s4)CC3)[nH]n2)c(C)c1 | 5.3% | -8.8%
CC(C)OCCCNC(=O)CCCN1C(=O)CCn2nc(-c3cccn3C)cc21 | 109.7%[activator] | u
Cc1ccc(C(=O)Nc2ccc(-c3nc4ccccc4s3)c(C)c2)cc1 | 4.0% | 0.0%
CC(C)C(Br)C(=O)Nc1ccccc1F (stereo not given) | 0.0% | 3.8%
Cc1ccc(S(=O)(=O)c2nnn3c2nc(NC(C)C)c2cc(Cl)ccc23)cc1C | 11.6% | -4.7%
CCC(=C/c1ccccc1)/C=N/O | 5.9% | 3.7%
O=C(/C=C/c1ccccc1)N1CCN(Cc2cc(=O)n3nc(-c4ccccc4Cl)sc3n2)CC1 | 46.6%[activator] | -24.2%
CCOc1ccccc1NC(=O)C(Cc1ccccc1)NS(=O)(=O)c1ccc(Br)s1 (stereo not given) | 3.6% | -0.6%
CC(C)(C)NC(=O)CC1(C(=O)N2CCC(c3c[nH]c4ccccc34)CC2)CCCC1 | -5.8% | 2.1%
CCOC(=O)c1cnc2ccc(Cl)cc2c1NCCN(C)C | -1.6% | 33.1%[activator]
Cc1ccccc1OCCn1c(CCNC(=O)C(C)(C)C)nc2ccccc21 | -25.3% | -9.5%[57.5 µM]
CCc1nc2nc(C)cc(Nc3ccc(Br)cc3F)n2n1 | 3.7% | -4.3%
CCCCCOc1ccccc1Cn1c(=O)oc2ccc(C)cc21 | -10.8% | -9.7%[57.5 µM]
COc1ccc(OCC(=O)NCc2ccco2)c(C(=O)O)c1 | 3.3% | -14.5%
C=CCNC(=O)CN(C)CC(=O)NC1CC1 | -12.5% | -10.1%
Cc1cccc(C)c1NC(=O)Cn1c(=O)n(CCC(=O)NCc2ccccc2Cl)c(=O)c2sccc21 | 8.6% | -18.2%
Cc1ccc(-n2ncc3c(NCCCN(C)C)ncnc32)cc1Cl | u | -23.5%
C=CCNC(=O)NC(=O)CN(C)CC(=O)Nc1ccccc1C(F)(F)F | 1.3% | 3.9%
CN(C)c1ccc(/C=N/NC(=O)C(c2ccccc2)c2ccccc2)cc1 | -0.9% | -0.2%
CCN(C(=O)c1nn(-c2ccc(OC)c(Cl)c2)c(=O)c2c1c1ccccc1n2C)c1cc(OC)ccc1OC | -18.2% | -9.5%
O=C(Nc1ccc(-c2ccc(Cl)cc2)cc1)c1ccncc1 | 1.0% | -0.6%
Cc1oc(-c2nc(C#N)c(NCc3ccccc3)o2)cc1S(=O)(=O)N1CCOCC1 | -12.8% | -6.0%
O=S(=O)(NCc1nc2cccnc2n1Cc1ccccc1)c1ccc2c(c1)CCCC2 | -3.2% | 14.9%
O=C(CCc1ncc(-c2c(F)cccc2F)o1)Nc1ccc(Br)cc1 | -15.0% | -4.8%
COC(=O)c1nc(-c2ccc(F)cc2)no1 | -0.4% | -8.8%
CC1=CCCC(C)(C)C1/C=C/C(C)=N\Nc1cc(C(F)(F)F)ccc1Cl (stereo not given) | -12.9% | -4.8%
CCCCCCCCCCCC(=O)N/N=C/C1CCCCC1 | -9.4% | -1.5%
Cc1ccc(NC(=O)CSc2nnc3[nH]c(=O)cc(-c4ccccc4)n23)cc1Cl | u | -4.7%
CCN1CCC(NC(=O)CC23CC4CC(CC(C4)C2)C3)CC1 | 3.7% | -6.2%
Cc1cc(F)ccc1NC(=O)C1CCN(C(=O)c2cnn(-c3ccccc3)c2-n2cccc2)CC1 | -8.1% | 2.8%
COc1cc(CN(C)C(=O)Cn2c(=O)c3c(ncn3C)n(C)c2=O)ccc1OC(F)F | -6.5% | -5.4%
CCOc1ccc(NC(=O)C2CCCN(S(=O)(=O)c3ccc4[nH]c(=O)ccc4c3)C2)cc1 (stereo not given) | 9.3% | 9.7%
COc1cc(OC)c2c(C)c(CC(=O)NCc3ccccc3OC)c(=O)oc2c1 | 13.7% | 15.8%
CCN(CC)c1ccc(NC(=O)Cn2c(C)c3cnn(-c4ccccc4)c(=O)c3c2C)c(C)c1 | 0.9% | 13.3%
Cc1cccn2c(=O)c3cc(C(=O)N(Cc4ccccc4)C(C)C)sc3nc12 | 79.4µM* | 0.0%
Cc1n[nH]c(C)c1C(=O)CC1(O)C(=O)N(CCc2ccccc2)c2ccccc21 (stereo not given) | -3.5% | -2.1%
O=[N+]([O-])c1ccc(-c2cc3ccccc3[nH]2)cc1 | -1.3% | -3.9%
O=C(O)c1cc(Cl)c(Cl)c(Cl)c1 | -3.2% | 3.9%
Cc1ccc(-n2nc(C)cc2NC(=O)CSc2nnnn2-c2cc(C)cc(C)c2)cc1 | 4.7% | 2.9%
O=C(CSc1ccc2c(c1)OCCCO2)NC(c1ccccc1)c1cccs1 (stereo not given) | -10.2% | -3.6%
CC(=O)c1ccc(Nc2nc3ccccc3nc2-n2nc(C)cc2C)cc1 | 5.6% | 5.7%
CCc1ccc(S(=O)(=O)c2nnn3c2nc(Nc2ccc(C)c(Cl)c2)c2sccc23)cc1 | 2.6% | 27.5%
Cc1ccc(NC(=O)CN2C(=O)CC(C)Sc3ccccc32)c(C)c1 (stereo not given) | -18.6% | 3.1%
COCCCNC(=O)c1cc(-c2cccnc2)nc2ccc(S(=O)(=O)N3CCC(C)CC3)cc12 | 12.9% | 4.8%[57.5 µM]
O/N=C1\CCCc2c1nc(-c1cccc(Cl)c1)n2O | -0.8% | 3.3%
Going on with the list:
SMILES | AID inh | UDG counterscr
Cc1ccccc1C(=O)Nc1nnc(S(=O)(=O)N2c3ccccc3CC2C)s1 (stereo not given) | 13.4% | -3.9%
Cc1c(C(=O)NCc2ccc(Cl)cc2)sc2nc3n(c(=O)c12)CCC3 | -12.7% | -11.5%
Cc1ccc(SCC(=O)c2ccc3c(c2)OCCO3)c(C)c1 | -16.9% | -13.2%
O=C(CCCSc1ccccc1)Nc1nc2ccc(F)cc2s1 | -0.4% | -4.5%
COc1ccc(-n2nc(C)c3c2NC(=O)CC3c2cccc(OC)c2OC(C)C)nn1 (stereo not given) | -14.8% | -0.3%
COC(=O)c1ccc(COC(=O)c2ccc(O)cc2)o1 | -1.7% | -4.8%
COc1cccc(NC(=O)CCN2CCN(c3ccccc3)CC2)c1 | -16.9% | -6.8%
Brc1ccc2nc(SCCOc3ccccc3)[nH]c2c1 | -9.4% | 8.3%
COc1ccc2ccccc2c1CN1CCc2ccccc2C1 | 35.1%[activator] | -4.3%
CCNC(=O)c1ccccc1N | -1.0% | -0.8%
COc1ccc(F)cc1S(=O)(=O)NCC(c1ccco1)S(=O)(=O)c1cccs1 (stereo not given) | 9.1% | 2.5%
O=S(=O)(c1ccc(Cl)cc1)c1nnn2c1nc(NCc1ccccc1)c1sccc12 | 3.5% | 0.0%
COc1cccc(Cn2c(=O)cc(C)c3c(C)nn(C)c32)c1 | u | -6.0%
CCOC(=O)c1c(S(=O)(=O)N2CCCC(C(=O)Nc3cccc(C#N)c3)C2)c(C)n(C)c1C (stereo not given) | 2.2% | -15.4%
Cc1ccc(NC(=O)CC(C)(C(=O)O)c2ccccc2)c(C)c1 (stereo not given) | -0.6% | -0.2%
O=S(=O)(NCc1csc(-c2ccccc2)n1)c1ccccc1 | 3.2% | -11.9%
CCCCNC(=O)Nc1ccccc1CC(N)=O | -1.6% | -6.2%
Cn1c(CC2CCS(=O)(=O)C2)nnc1SCC(=O)Nc1ccc(Oc2ccccc2)cc1 (stereo not given) | -4.2% | -7.0%
Cc1cc2nc(/C=C/c3cccc(C(F)(F)F)c3)sc2cc1C | -16.3% | -5.1%
Cc1ccc(C(=O)Nc2ccc(C(=O)O)cc2)cc1S(=O)(=O)N1CCC(C)CC1 | -21.3% | -4.5%
O=C(NCCc1ccccc1)c1ccc(Cn2c(SCc3cccc(F)c3)nc3cccnc32)cc1 | u | -13.7%
Cc1nc(/C=[N+](\[O-])C(C)(C)/C=N/O)n(O)c1C | -0.8% | 1.9%
Cc1ccc(C(=O)Nc2ccc(Br)cc2)cc1S(=O)(=O)NCc1ccccc1 | 7.3% | 2.3%
CC(=O)Nc1nc2n(n1)C(c1ccc(F)cc1)C=C(c1ccc(Cl)cc1)N2 (stereo not given) | -19.5% | 13.8%
O=C(Sc1cccc2cccnc12)c1ccccc1Cl | u | -0.8%
Oc1ccc(O)c([S+]2CCCC(C3CCCCC3)C2)c1 (stereo not given) | u | u
Cc1ccc(-c2c3c(=O)n(C)c(=O)n(C)c3c3cnc4ccccc4n23)cc1 | -11.4% | -0.2%
O=C(C1CCCCC1)N(Cc1cccnc1)c1nc2c(F)cc(F)cc2s1 | -11.6% | -18.7%
COc1ccc(-c2nc(SCC(=O)Nc3c(C)cc(C)cc3C)n[nH]2)cc1 | -10.1% | -0.6%
N#Cc1cccc(/C=C/C(=O)c2ccsc2)c1 | -20.7% | -2.4%
COCCCNC(=O)N1[C@H](c2cccs2)[C@@H](C)C(=O)[C@@H](C)[C@@H]1c1cccs1 | -11.1% | 0.3%
CCOc1cc2[nH]c(=O)n(CCC(=O)N3CCN(c4ccccc4)CC3)c(=O)c2cc1OCC | 7.0% | 11.8%
COc1ccc(-c2noc(-c3ccc(NCc4ccco4)c([N+](=O)[O-])c3)n2)cc1 | 3.3% | 10.5%
CCCN(C)c1ccc(/C=N/NC(=S)Nc2ccc(C)cc2)cc1 | -11.9% | -15.8%
COc1ccc(NC(=O)/C=C/c2ccc(C(C)(C)C)cc2)cc1Cl | -13.2% | -7.0%
Cc1cc([N+](=O)[O-])ccc1NC(=O)CSc1nccn1C | -9.2% | -2.3%
Cc1[nH]c2ccc(C(=O)N(Cc3ccccc3F)C3CC3)cc2c1C | -10.9% | -0.7%

Two records drawn at random from the list so far:
SMILES | AID inh | UDG counterscr
COCCCNC(=O)N1[C@H](c2cccs2)[C@@H](C)C(=O)[C@@H](C)[C@@H]1c1cccs1 | -11.1% | 0.3%
COc1ccc(-c2noc(-c3ccc(NCc4ccco4)c([N+](=O)[O-])c3)n2)cc1 | 3.3% | 10.5%

From PubChem BioAssay

An excerpt; count on the stated rates, not on these rows.
